# PGK inhibitor = T. brucei PGK inhibition | 380,000 compounds, 0.043% hits | P07378 | Potency, µM (top dose mostly 57.5 µM), without a hit: top-dose activity change, negative = inhibition, hits mostly inhibitors | PGK/GAPDH coupled, Kinase-Glo luminescence, 60 min; further: potency means the concentration at half of the fitted maximal effect; on the % scale 0 is the no-effect control and ±100 the full control effect; nearly all actives have a fitted effect of over 60% in size
#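 Luminescent ATP detection (Kinase-Glo Plus) follows a 60-minute room-temperature incubation, with wells lacking PGK as controls. Buffer: 100 mM TEA (pH 7.6), 5 mM MgCl2, 0.01% Tween-20. Coupling enzyme GAPDH (100 nM final) supplies unstable 1,3-BPG in-well.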
# POLI inh = inhibitors of human DNA polymerase iota; 390,000 compounds, 1% hits; Pol iota fluorescent replication assay, 10 min; Q9UNA4; Potency, µM (series often up to 115 µM), for the others: top-dose activity, negative = inhibition, most hits filed as inhibitors; further: potency means the concentration at half of the fitted maximal effect
#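 Fluorescent replication assay read twice, at 0 min and 10 min after adding 50 nM (final) substrate. Enzyme (10 nM) and compounds were first incubated 15 min at room temperature; enzyme-free buffer wells were negative controls.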
# POLH inh = inhibitors of human DNA polymerase eta; 390,000 compounds, 1.2% hits; Potency, µM (titrated, usually from 114 µM), without a hit: top-dose activity change, negative = inhibition, most hits filed as inhibitors; recombinant Pol eta, fluorescent DNA replication assay; further: potency means the concentration at half of the fitted maximal effect; on the % scale 0 is the no-effect control and ±100 the full control effect
#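 Fluorescent replication assay: 50 nM final substrate added after a 15 min room-temperature compound preincubation with 10 nM enzyme. Signal taken at 0 min and again at 10 min.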
# Anesthetic bind = binds horse apoferritin like a general anesthetic. apoferritin/1-aminoanthracene competitive binding, fluorescence. Potency, µM (series often up to 77.5 µM), for the others: top-dose activity change, negative = displacement, usual class: inhibitors. 350,000 compounds, 0.074% hits. AID 485281. P02791; further: potency means the concentration at half of the fitted maximal effect; on the % scale 0 is the no-effect control and ±100 the full control effect; nearly all actives have a fitted effect of over 20% in size
# Target sequence (P02791 2-175 limits assumed): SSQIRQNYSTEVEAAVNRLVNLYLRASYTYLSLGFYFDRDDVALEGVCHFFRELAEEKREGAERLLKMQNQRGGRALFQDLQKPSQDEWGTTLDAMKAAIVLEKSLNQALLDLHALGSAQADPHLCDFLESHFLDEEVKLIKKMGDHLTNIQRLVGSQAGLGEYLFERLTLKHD
#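 Concentration-response curves derived by four-parameter Hill fitting of normalized fluorescence, where compounds displaced 1-AMA from 10 uM horse apoferritin following a brief 10 min room-temperature incubation; propofol titration acted as positive control.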
# Pol beta inh = DNA polymerase beta (human) inhibition. Potency, µM (titrated, usually from 114 µM), inactives show at the highest dose activity change, negative = inhibition, usual class: inhibitors. AID 485314. P06746. 340,000 compounds, 1.3% hits. Pol beta primer extension/strand displacement, fluorescence kinetic; further: potency means the concentration at half of the fitted maximal effect; on the % scale 0 is the no-effect control and ±100 the full control effect
#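 Kinetic readout of DNA synthesis with strand displacement by Pol beta. Compound and 10 nM enzyme sit 15 min at room temperature; 50 nM substrate starts the reaction, read immediately and at 10 min.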
# BLM inh = inhibitors of human Bloom syndrome helicase BLM | recombinant BLM DNA unwinding, fluorescence dequenching | P54132 | Potency, µM (highest dose often 56.1 µM), without a hit: at the top dose activity change, negative = inhibition, usual class: inhibitors | AID 2528 | 350,000 compounds, 0.2% hits;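 further: potency means the concentration at half of the fitted maximal effect; plate controls were vehicle for no effect and no enzyme for full effect; nearly all actives have a fitted effect of over 35% in size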
# APE1 inh = blocks human APE1 abasic DNA cleavage; P27695; 350,000 compounds, 0.35% hits; AID 2517; Potency, µM (series often up to 65.8 µM), without a hit: top-dose activity change, negative = inhibition, hits mostly inhibitors; recombinant APE1, TAMRA/BHQ-2 abasic DNA cleavage fluorescence;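 further: potency means the concentration at half of the fitted maximal effect; plate controls were vehicle for no effect and reference inhibitor for full effect; nearly all actives have a fitted effect of over 55% in size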
#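 APE1 at 0.75 nM preincubated 15 min at room temperature with compound. Reaction then started with 50 nM double-stranded THF-abasic substrate labelled with TAMRA/BHQ-2, and 525/598 nm fluorescence read kinetically. Activity taken as third-minus-first read difference, normalized to DMSO and NSC13755 controls.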
# RXFP1 antagonist = blocks the human relaxin receptor RXFP1; 350,000 compounds, 0.59% hits; HEK293-RXFP1, relaxin-stimulated cAMP HTRF, 30 min; hits give low values; activity change, negative = inhibition, % at 57.5 µM;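 active means activity change of -60% or lower, but not beyond a set lower limit; inconclusive means change between -60% and -40%, or beyond the set limit; inactive means change above -40%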; further: on the % scale 0 is the no-effect control and ±100 the full control effect
# Target sequence (Q9HBX9 whole entry, looked up): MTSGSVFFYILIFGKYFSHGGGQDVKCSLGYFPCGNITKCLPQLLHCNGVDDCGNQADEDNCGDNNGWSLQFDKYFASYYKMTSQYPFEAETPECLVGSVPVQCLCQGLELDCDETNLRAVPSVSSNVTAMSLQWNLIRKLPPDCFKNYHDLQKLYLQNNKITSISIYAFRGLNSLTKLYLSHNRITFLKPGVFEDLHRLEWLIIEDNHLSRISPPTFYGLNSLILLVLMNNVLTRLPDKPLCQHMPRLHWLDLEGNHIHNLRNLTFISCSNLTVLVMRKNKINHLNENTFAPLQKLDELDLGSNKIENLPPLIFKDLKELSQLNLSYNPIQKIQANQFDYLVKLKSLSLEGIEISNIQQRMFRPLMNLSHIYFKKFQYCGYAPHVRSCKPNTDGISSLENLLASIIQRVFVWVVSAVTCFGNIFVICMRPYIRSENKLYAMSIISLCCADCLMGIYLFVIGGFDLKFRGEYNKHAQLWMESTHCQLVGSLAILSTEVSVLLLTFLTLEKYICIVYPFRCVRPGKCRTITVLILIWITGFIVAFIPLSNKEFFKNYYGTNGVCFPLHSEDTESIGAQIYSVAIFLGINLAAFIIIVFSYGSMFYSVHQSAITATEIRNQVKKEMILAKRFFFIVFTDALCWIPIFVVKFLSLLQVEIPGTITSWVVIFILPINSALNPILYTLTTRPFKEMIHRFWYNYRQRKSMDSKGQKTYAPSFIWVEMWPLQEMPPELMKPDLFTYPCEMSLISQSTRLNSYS
# POLK inh = inhibitors of human DNA polymerase kappa; Q9UBT6; purified Pol kappa, fluorescent DNA synthesis assay, 10 min; Potency, µM (series often up to 107 µM), for the others: at the top dose activity, negative = inhibition, actives largely listed as inhibitors; 400,000 compounds, 0.53% hits; further: potency means the concentration at half of the fitted maximal effect; on the % scale 0 is the no-effect control and ±100 the full control effect
#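 Inhibition of 10 nM Pol kappa is measured by a fluorescent read-out at 0 and 10 min following addition of 50 nM substrate (final), with a 15-min room-temperature compound preincubation.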
# * marks the source's active call; other numbers are inactive results; i = inactive; ? = inconclusive; · = no result given; [ ] = another dose, or the depositor's remark. Unless noted, the call rests on the fitted dose curve; in most records, active means well fitted curve in the direction sought with a large enough effect; inconclusive means small, poorly fitted or top-dose-only effect, or another doubt; inactive means no such curve, though single readings can be large; an effect the other way counts as inactive or inconclusive.
SMILES,PGK inhibitor,POLI inh,POLH inh,Anesthetic bind,Pol beta inh,BLM inh,APE1 inh,RXFP1 antagonist,POLK inh
COC(=O)CCc1sc(NC2CCCCC2)nc1-c1ccc(OC)cc1,i,14%,-13%,0%,15%,1%,-2%,-11,-16%
CC(C)(C)n1ncc2c(=O)n(CC(=O)NC3CCCCC3)cnc21,-2%,7%,-2%,-4%,14%,-6%,0%,-7,-2%
O=C(NCCNC(=O)c1ccccn1)c1cccc(F)c1,-4%,-16%,-3%,-3%,11%,-3%,28%,-1,0%
CCOC(=O)c1c(C)nn(-c2ccc(NC(=O)/C=C/C(=O)O)cc2)c1C,-3%,52%[activator],-12%,2%,-17%,-2%,-9%,6,1%
O=C1CN(C(=O)N[C@@H](Cc2ccccc2)C(=O)N[C@H](Cc2ccccc2)C(=O)O)c2ccccc2N1,2%,2%,-12%,-5%,-1%,1%,31%,·,2%
COc1ccc(/C=C/C(=O)Nc2cccc(F)c2)cc1S(=O)(=O)N1CCOCC1,i,19%,-3%,-13%,4%,-2%,8%,5,0%
COC(=O)c1cc(-c2cccs2)nn1-c1ccccc1,-9%,33%[activator],-19%,-9%,18%,-5%,-11%,-28,-18%
COc1cc(/C=C/C(=O)OCC(=O)NC2CCS(=O)(=O)C2)ccc1OC(F)F (stereo not drawn),-2%,-8%,-2%,·,·,·,17%,7,5%
O=C(c1cc(-c2ccccc2)nn1CC1CC(c2cccnc2)=NO1)N1CCOCC1 (stereo not drawn),1%,?,-2%,·,·,·,·,·,5%
N=C1C(c2ccccc2)=C(O)CN1c1cccc(O)c1,-6%,12%,-15%,-6%,-23%,0%,-7%,-12,-2%
Cc1ccc(NC(=O)COC(=O)c2cccnc2Cl)cc1S(=O)(=O)N1CCOCC1,-1%,-15%,-5%,·,·,·,21%,3,-14%
COc1ccc(C2(CNC(=O)c3ccco3)CCOCC2)cc1,-4%,-7%,-13%,-7%,1%,-3%,2%,-5,-3%
CC(=O)c1sc2ccccc2c1OC(=O)c1ccco1,-3%,26%,-22%,-19%,17%,-4%,1%,·,-13%
Nc1cc(C(=O)O)ccc1Sc1ccccc1C(=O)O,i,12%,-19%,0%,-7%,6%,?,4,-10%
Cc1ccc2ccccc2c1NC(=O)Cn1nnc(-c2cccnc2)n1,0%,-4%,17%,-13%,4%,-8%,-2%,-17,-9%
Cc1c(C(=O)OCc2ccc(F)cc2)sc2nc3n(c(=O)c12)CCC3,3%,18%,3%,·,·,·,23%,12,-11%
Cc1cc(NC(=O)CCCS(=O)(=O)c2nc(-c3cccs3)cc(C(F)(F)F)n2)no1,14%,7%,5%,-15%,0%,-6%,1%,-2,0%
O=C(COC(=O)c1cccnc1Cl)Nc1ccccc1OC(F)F,-8%,44%[activator],-17%,-11%,-1%,-1%,-10%,5,-7%
Cc1nc2ccc(S(=O)(=O)NCC(=O)Nc3ccc(C)c(Cl)c3)cc2s1,·,23%,·,?,-19%,-1%,·,5,-10%
Cc1cc(OCC(=O)OCC(=O)N2CC(C)CC(C)C2)ccc1Cl (stereo not drawn),4%,21%,-25%,·,·,·,-10%,-9,-11%

# Of the compounds above, these have a Cl atom.
SMILES,PGK inhibitor,POLI inh,POLH inh,Anesthetic bind,Pol beta inh,BLM inh,APE1 inh,RXFP1 antagonist,POLK inh
Cc1ccc(NC(=O)COC(=O)c2cccnc2Cl)cc1S(=O)(=O)N1CCOCC1,-1%,-15%,-5%,·,·,·,21%,3,-14%
O=C(COC(=O)c1cccnc1Cl)Nc1ccccc1OC(F)F,-8%,44%[activator],-17%,-11%,-1%,-1%,-10%,5,-7%
Cc1nc2ccc(S(=O)(=O)NCC(=O)Nc3ccc(C)c(Cl)c3)cc2s1,·,23%,·,?,-19%,-1%,·,5,-10%
Cc1cc(OCC(=O)OCC(=O)N2CC(C)CC(C)C2)ccc1Cl (stereo not drawn),4%,21%,-25%,·,·,·,-10%,-9,-11%

# (listing goes on)
SMILES,PGK inhibitor,POLI inh,POLH inh,Anesthetic bind,Pol beta inh,BLM inh,APE1 inh,RXFP1 antagonist,POLK inh
S=C(NCc1ccc(Cl)cc1)N1CCN(c2ccccn2)CC1,8%,-13%,2%,1%,3%,-4%,1%,-39,-11%
CCN1CCN(C(=O)c2cc3c(OC)c(OC)c(OC)cc3[nH]2)CC1,·,-13%,-11%,5%,-10%,-1%,1%,2,9%
Cc1c(C)c2ccc(O)c(CN3CCN(C)CC3)c2oc1=O,-2%,-5%,-13%,417%[activator],2%,-8%,11%,9,-12%[60.1 µM]
COC1CCCN(Cc2nc(Cc3ccccc3F)no2)C1 (stereo not drawn),i,21%,-8%,-5%,?,-5%,?,10,-8%
Cc1cc(OC(C(=O)O)c2ccccc2)c2c(C)c(Cc3ccccc3)c(=O)oc2c1 (stereo not drawn),i,?,-13%,-5%,2%,-14%,-8%,-6,8%
CCOC(=O)C1CCN(C(=O)C2CCN(S(=O)(=O)N3CCC4(CC3)OCCO4)CC2)CC1,-10%,17%,-2%,3%,25%,0%,-1%,-9,-1%
CCOC(=O)N1CCN(C(=O)CCSc2ccc(Cl)cc2)CC1,2%,1%,-3%,-13%,0%,1%,3%,6,-10%
COc1ccc(N2CCN(C(c3ccccc3OC)c3nnnn3C3CCCC3)CC2)cc1 (stereo not drawn),-6%,5%,-18%,1%,22%,-9%,11%,-6,-6%
Cc1ccn2cc(CCNC(=O)Cc3cccs3)nc2c1,i,-1%,-10%,-2%,-3%,-1%,-1%,2,2%
COCCOc1ccc(C(F)(F)F)cc1NC(=O)c1ccccc1F,i,19%,-6%,2%,-1%,2%,1%,-7,-19%
CC(=O)C1C(c2ccc(F)cc2)NC(=O)NC1(O)C(F)(F)F (stereo not drawn),i,9%,-11%,-6%,13%,2%,0%,-5,-1%
C[C@H](CO)N1C[C@H](C)[C@@H](CN(C)C(=O)Nc2ccc(C(F)(F)F)cc2)Oc2ccc(NC(=O)Nc3ccc(C(F)(F)F)cc3)cc2C1=O,9%,16%,-24%,·,·,·,-7%,·,-19%
O=S(=O)(Nc1ccc(N2CCCCC2)cc1)c1ccc(F)c(F)c1,-8%,?,-22%,?,-2%,-11%,-7%,-20,-16%
CCN(CC)C(=O)COc1ccc2c(-c3ccccc3)cc(=O)oc2c1,0%,17%,-2%,-19%,-11%,-3%,28%,7,-5%
O=C(c1ccc(NS(=O)(=O)c2cccc(F)c2)cc1)N1CCCC1,1%,207%[activator],-20%,-3%,25%,-1%,12%,4,4%
Cn1c(N2CCOCC2)nc2c1c(=O)n(Cc1ccc(Cl)cc1)c(=O)n2C,-1%,-6%,-9%,·,·,·,·,-24,-11%
CCC1CN(C(=O)N2CCC(C(=O)NCc3cccc(C)c3)CC2)c2ccccc2O1 (stereo not drawn),-3%,35%[activator],-22%,-3%,1%,-1%,·,-24,-14%
Cc1ccc(-c2nnc(Nc3ccc(CC(N)=O)cc3)c3ccccc23)cc1S(=O)(=O)NCCO,-11%,21%,-17%,-8%,0%,-2%,16%,6,-13%
COC(=O)CNc1nc(-c2cccnc2)nc2ccccc12,0%,21%,17%,-13%,1%,-5%,-3%,8,1%
COc1ccc(-c2nc(CS(=O)CC(=O)NCc3ccco3)c(C)o2)cc1OC (stereo not drawn),-4%,-2%,7%,-9%,?,-6%,0%,-10,-11%
C[C@@H]1C(=O)O[C@H]2C[C@@]34[C@H]5C[C@@H](C(C)(C)C)[C@]36[C@H](OC(=O)[C@H]6O)O[C@]4(C(=O)O5)[C@]21O,·,·,·,-8%,·,3%,-10%,·,6%[60.1 µM]
O=C(c1ccc(F)cc1)N1C2CCC1CC(O)(c1ccccc1F)C2 (stereo not drawn),-2%,8%,3%,-8%,30%,2%,6%,1,-4%
Cc1ccc(CNC(=O)CSC2=Nc3ccccc3C3=NC(C)C(=O)N23)cc1 (stereo not drawn),3%,0%,-4%,2%,4%,0%,·,9,-4%[60.1 µM]
Cc1ccc(Nc2nc(N)c([N+](=O)[O-])c(NCc3ccccc3)n2)cc1,-6%,2%,2%,-20%,-2%,-8%,-2%,-19,-9%
O=S1(=O)N=C(N/N=C/c2cccs2)c2ccccc21,-2%,-2%,-12%,-17%,69%,-6%,-3%,0,3%
O=C(Nc1cccnc1)c1ccc(NC(=O)c2ccco2)cc1,-3%,-4%,-2%,48%[activator],0%,2%,0%,-4,5%
CCCCNC(=O)C1CCC(Cn2c(=O)c3sccc3n(Cc3ccccc3)c2=O)CC1 (stereo not drawn),7%,-12%,-10%,-8%,25%,-3%,·,7,0%
CC(=O)N(c1cccc(C)c1)S(=O)(=O)c1ccc(Cl)cc1,0%,1%,-20%,-15%,-27%,-1%,-6%,-4,11%
Cc1ccnc(NC(=O)CN2C(=O)c3ccccc3S2(=O)=O)c1,-5%,-1%,-18%,·,·,·,21%,-12,-1%
O=[N+]([O-])c1ccc(O)c(C=NNc2ccc(S(=O)(=O)O)cc2)c1,-13%,22µM*,6.3µM*,·,·,·,·,16,?
Cc1ccc(S(=O)(=O)Nc2nc3ccc(N)cc3s2)cc1,-2%,?,?,-9%,-2%,-2%,3%[12.4 µM],2,0%
O=C(CCC(=O)N1CCN(c2ccccc2F)CC1)c1ccc(Cl)s1,-6%,-14%,0%,·,·,·,13%,3,-20%
COc1ccc(N2CC(C(=O)Nc3ccc(S(=O)(=O)N4CCCC4)cc3)CC2=O)cc1 (stereo not drawn),8%,-13%,4%,-9%,-14%,-10%,57%[activator],7,-3%
C/C(=N/Nc1ccc([N+](=O)[O-])cc1)c1c[nH]c2ccccc12,-7%,3%,-4%,-17%,-2%,-12%,12%,-11,-2%
NC(=O)C1CCN(C(=S)NCc2ccc3c(c2)OCO3)CC1,1%,80%[activator],-4%,-5%,8%,0%,-7%,-18,3%
O=C(NC1(C(F)(F)F)N=C(c2ccccc2)NC1=O)c1ccccc1F (stereo not drawn),-10%,21%,-11%,1%,15%,1%,9%,26,-1%

# Bioassay records from PubChem BioAssay.

# Not all compounds are listed; count on the stated rates, not on these rows.
